Screens deposited in PubChem BioAssay by several laboratories.
ARFGAP1 inh = rat ARFGAP1 inhibition. Q62848. inhibition, % at 16.5 µM. Arfgap1-stimulated ARF1 GTP hydrolysis, GDP FP detection. actives 0.26% (n = 360,000);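 active = inhibition above a per-plate limit, mean inhibition of low control wells plus 3 SD, cut at about 25% in these data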;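 note: 0% = DMSO wells with enzyme and 100% = wells lacking Arfgap1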
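material = rat Arfgap1 catalytic domain, aa 1-136 | also added = human ARF1(Δ1-17)-GTP substrate | compound dosing = one concentration, 16.5 µM, DMSO 1.26% | times = GTP hydrolysis reaction 2 h at 25 °C | measured by = FP, GDP Alexa 633 tracer displaced from anti-GDP antibody, 620/688 nm | evaluation = percent inhibition of Arfgap1-stimulated GTP hydrolysis | replication = single well per compound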
Tn6 DDE FP = inhibitors of Tn6 peptide binding to human fibrin DD(E) | actives 0.21% (n = 370,000) | AID 720509 | Fibrin DD(E) TRITC-Tn6 fluorescence polarization displacement | inhibition, % at 8.3 µM | P02675;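 active = inhibition above a per-campaign cutoff: mean of compounds within control limits plus 3 SD, cut at about 15% in these data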;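 note: 0% = median of all compound wells on the plate and 100% = blocking peptide control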
Tn7 DDE FP = DD(E)-Tn7 binding inhibition, primary FP screen | P02675 | FP displacement of FITC-Tn7 peptide from fibrin DD(E); 0% = median of compound wells per plate | inhibition, % at 8.3 µM | actives 0.13% (n = 370,000) | AID 720508;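 active = inhibition above the mean of compounds falling within the control limits plus 3 SD of them, cut at about 14% in these data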;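 note: 0% = plate median of compound wells and 100% = 10 µM Aha-Tn7 peptide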
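Also added: labelled Tn7 tracer, 0.1 µM; Assay system: human fibrin DD(E) protein; Amount: 2 µM fibrin DD(E); Schedule: 10 min compound pre-incubation, 3 h probe incubation at room temperature; Repeats: one replicate per compound; Read-out basis: percent inhibition; Measured by: fluorescence polarization of the labelled Tn7 tracer.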
PLCg1 inh = blocks human PLC-gamma1 enzyme activity; purified PLC-gamma1, fluorogenic substrate, fluorescence; AID 720700; inhibition, % at 12.2 µM; actives 0.84% (n = 370,000); P19174; in the data active = inhibition above about 9.5%
Target sequence (P19174 whole entry, looked up): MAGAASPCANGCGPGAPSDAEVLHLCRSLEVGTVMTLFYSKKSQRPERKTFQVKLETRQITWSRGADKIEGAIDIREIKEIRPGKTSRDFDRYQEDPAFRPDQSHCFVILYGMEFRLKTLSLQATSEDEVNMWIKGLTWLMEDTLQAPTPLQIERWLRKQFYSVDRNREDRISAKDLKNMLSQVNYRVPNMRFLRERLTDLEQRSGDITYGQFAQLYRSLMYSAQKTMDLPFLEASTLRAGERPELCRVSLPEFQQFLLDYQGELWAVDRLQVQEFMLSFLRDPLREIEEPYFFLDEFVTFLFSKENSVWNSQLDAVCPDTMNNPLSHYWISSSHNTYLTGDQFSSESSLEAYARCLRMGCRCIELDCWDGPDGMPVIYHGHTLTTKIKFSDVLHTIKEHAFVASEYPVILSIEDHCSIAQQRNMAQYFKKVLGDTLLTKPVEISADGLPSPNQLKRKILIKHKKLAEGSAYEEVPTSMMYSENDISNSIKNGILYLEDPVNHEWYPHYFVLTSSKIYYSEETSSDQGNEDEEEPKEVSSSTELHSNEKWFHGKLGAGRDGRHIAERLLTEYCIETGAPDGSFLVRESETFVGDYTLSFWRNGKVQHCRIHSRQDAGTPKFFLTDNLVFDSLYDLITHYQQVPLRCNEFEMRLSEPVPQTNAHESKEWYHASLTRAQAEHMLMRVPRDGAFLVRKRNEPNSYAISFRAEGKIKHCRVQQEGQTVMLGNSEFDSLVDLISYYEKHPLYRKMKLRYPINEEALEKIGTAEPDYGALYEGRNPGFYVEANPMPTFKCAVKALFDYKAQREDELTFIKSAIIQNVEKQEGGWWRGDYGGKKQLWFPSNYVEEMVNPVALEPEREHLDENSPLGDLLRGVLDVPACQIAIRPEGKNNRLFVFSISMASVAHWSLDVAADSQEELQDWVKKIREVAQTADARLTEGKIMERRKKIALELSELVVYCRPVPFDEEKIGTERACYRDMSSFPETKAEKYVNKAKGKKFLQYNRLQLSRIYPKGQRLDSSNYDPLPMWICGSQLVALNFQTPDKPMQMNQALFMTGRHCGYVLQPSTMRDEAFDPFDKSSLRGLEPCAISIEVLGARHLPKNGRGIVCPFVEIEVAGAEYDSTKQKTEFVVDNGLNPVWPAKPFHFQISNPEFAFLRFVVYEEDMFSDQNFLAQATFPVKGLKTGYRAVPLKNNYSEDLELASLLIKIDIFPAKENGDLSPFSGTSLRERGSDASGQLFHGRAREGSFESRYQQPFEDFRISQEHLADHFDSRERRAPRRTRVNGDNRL
NR1D1 modulator = modulators of human Rev-erb alpha DNA binding. Rev-erbα–FITC-DNA binding, fluorescence polarization, 90 min. activity, % at 10 µM. actives 0.79% (n = 370,000);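 active = activity above about 14%, limit read from the data; passing the limit was not always enough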;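 note: 0% = DMSO wells with 35 nM protein and 100% = DMSO wells with 750 nM protein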
KLK7 zymogen act = activates the human kallikrein-7 zymogen | activation, % at 7 µM | purified proKLK7, EDANS-DABCYL substrate fluorescence; 100% is mature enzyme control, 0% vehicle | actives 0.9% (n = 370,000) | P49862 | AID 652039;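 active = activation above the mean of all tested compounds plus 3 SD, computed per campaign excluding outliers beyond control limits, cut at about 13% in these data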
sPLA2-III inh = Inhibits HGIII-sPLA2 liposome hydrolysis, primary screen. inhibition, % at 12.2 µM. QFRET BODIPY PC-A2 liposome hydrolysis, fluorescence. actives 0.56% (n = 370,000);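 active = inhibition above mean plus 3 SD of compounds lying within the high and low control bounds, cut at about 19% in these data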;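 note: 0% = median of test compound wells and 100% = no enzyme DMSO wells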
ASAP1 GAP inh = ASAP1 ArfGAP inhibition; ASAP1-stimulated ARF1 GTP hydrolysis, GDP FP detection; Q9ULH1; inhibition, % at 16.5 µM; actives 0.19% (n = 360,000); in the data active = inhibition above about 25%;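 note: 0% = vehicle with enzyme and substrate and 100% = no enzyme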
PLC-beta3 inh = blocks human PLC-beta3 enzyme activity; actives 0.18% (n = 370,000); Purified PLC-beta3, fluorogenic substrate, fluorescence; inhibition, % at 12.2 µM; Q01970; in the data active = inhibition above about 11%;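 note: 0% = median of compound wells on plate and 100% = full blocker control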
UHRF1 MBD2 ctr = human UHRF1 methylated DNA binding inhibitors | Q96T88 | UHRF1 binding to methylated oligo, TR-FRET | inhibition, % at 4.4 µM | actives 0.75% (n = 370,000) | AID 687016; in the data active = inhibition above about 21%;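 note: UHRF1 SRA domain binding a hemimethylated CpG hairpin DNA probe; 0% = median of test compound wells and 100% = reference inhibitor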
The depositor's hits bear a star; / = not tested or not shown. Not a hit list; 4.5% or so of the library scored in one or more.

#	ARFGAP1 inh	Tn6 DDE FP	Tn7 DDE FP	PLCg1 inh	NR1D1 modulator	KLK7 zymogen act	sPLA2-III inh	ASAP1 GAP inh	PLC-beta3 inh	UHRF1 MBD2 ctr	smiles
1	-6	-4	-2	-15	-5	0.7	6	8	-18	1	CCOC(=O)C(C)Sc1nc(N2CCOCC2)c2c(c1C#N)CC(C)(C)OC2 (stereo not drawn)
2	-6	-1	-1	2	3	-0.3	12	-6	-5	7	COc1ccc(NC(=S)NC2CCCCC2)c(OC)c1
3	-7	6	-5	-2	1	-0.7	2	3	1	0	CC1CCCCC1=NNC(=O)c1ccccc1 (stereo not drawn)
4	/	11	-4	1	3	-1.0	2	-8	5	-1	Nc1ncnc2c1ncn2[C@H]1C[C@H](O)[C@@H](CO)O1
5	4	3	-2	-4	-1	0.0	11	-6	-2	-1	O=C(O)CC1(CC(=O)NCc2ccc(Cl)cc2)CCCCC1
6	-5	-8	1	0	1	0.5	6	-4	-3	1	COCCCNC(=O)c1ccc(C(=O)NCCCOC)cc1
7	10	0	4	-1	-1	0.3	-5	-5	-2	-4	O=C(CSCc1cnn(-c2ccccc2)c1-n1cccc1)NCc1ccc2c(c1)OCO2
8	10	1	-4	-2	-6	0.2	-5	-1	0	0	Cc1ccc(C2(c3noc(CN(C)Cc4cnn(C)c4)n3)CCCC2)cc1
9	5	-1	4	1	6	-0.9	6	0	1	-8	C=CCNC(=S)N1CCN(c2ccc([N+](=O)[O-])cc2)CC1
10	-3	-1	-5	-142	-5	-8.2	-11	-3	-208	-2	CCOc1ccc(-c2c(=O)n(OCc3nc4ccccc4[nH]3)c3ccccc3[n+]2[O-])cc1
11	9	0	-3	-6	3	1.4	-18	6	-9	-1	CC1(C)c2[nH]c3ccccc3c2C[C@H]2C(=O)N(Cc3cccc(F)c3)C(=O)N21
12	3	1	-8	5	-6	0.7	4	3	-6	0	CCC(C)(C)C1CCc2[nH]nc(C(=O)NN)c2C1 (stereo not drawn)
13	-8	-6	-8	-258	1	-8.7	-9	-10	-319	-4	N#Cc1c(-c2cccs2)cc(-c2ccccn2)nc1N
14	-1	5	4	-4	-3	-0.6	3	4	-3	-1	COc1ccc(OC)c(-c2nc(C(N)=O)c3[nH]c(=O)n(-c4ccc(F)cc4)c3n2)c1
15	0	-7	-9	-10	7	-1.3	-11	0	-20	1	Cc1sc(NC(=O)Cc2ccc3c(c2)OCO3)nc1-c1ccc2c(c1)CCN2C(=O)c1cccc(F)c1
16	-12	4	7	-2	-4	0.5	0	6	-2	-1	Cc1nnc(NC(=O)C2CCN(S(=O)(=O)c3ccc(F)c(F)c3)CC2)o1
17	1	-1	0	1	4	-0.1	14	2	-6	1	COc1cc(NC(=O)Cn2ccsc2=N)cc(OC)c1
18	-9	4	7	-1	4	0.3	6	-4	0	-4	O=C1OC2C(O)COC23OC(O)CCC13O (stereo not drawn)
19	-4	-7	-1	1	-6	-0.1	7	-3	0	8	O=C(O)C1CCN(S(=O)(=O)N2CCOCC2)CC1
20	-5	-1	5	-1	-4	0.3	-56	3	-16	1	COc1ccc2[nH]cc(CCNC(=O)c3ccc4ccccc4n3)c2c1
21	5	-7	-2	-23	0	-7.9	-20	9	-33	-2	COc1cccc(C2CC(c3c(-c4ccccc4)c4cc(Cl)ccc4[nH]c3=O)=NN2S(C)(=O)=O)c1OC (stereo not drawn)
22	-4	-2	1	3	9	0.6	0	-7	0	0	Cc1ccc(C)c(Cn2c(CN(C)Cc3ccccc3)nc3c2c(=O)n(C)c(=O)n3C)c1
23	-9	4	-4	-26	-1	0.2	1	1	-35	-6	Oc1cccc2ccc(/C=C/c3cccs3)nc12
24	-1	7	5	0	-2	-0.1	1	-14	-7	2	Cc1cc(C)cc(N2C(=O)CSC2c2ccccn2)c1 (stereo not drawn)
25	5	1	2	6	2	0.8	4	-2	0	0	O=C(Cn1ccc2ccccc2c1=O)NCCC(=O)NC1CCN(Cc2ccccc2)CC1
26	-1	0	-6	2	-4	-0.4	-4	2	1	15	CN(CC(=O)NCC1CCCO1)S(=O)(=O)c1cc(Cl)ccc1Cl (stereo not drawn)
27	2	7	-3	0	7	-0.1	0	3	-1	2	CCCN(CC(=O)Nc1ccccc1OC)C(=O)c1ccc2c(c1)NC(=O)C(C)S2 (stereo not drawn)
28	6	1	6	-7	3	0.4	-2	17	-11	-4	CCCn1nc(NS(=O)(=O)c2cccc3nonc23)c2cc3ccccc3nc21
29	3	0	8	1	1	-0.6	6	0	-3	1	O=C(O)CN=C1CC(c2ccccc2)CC(=O)/C1=C(/O)CCCN1C(=O)c2ccccc2C1=O (stereo not drawn)
30	-10	-1	-6	4	3	-0.5	0	1	1	1	Cc1nc2cc(C)c(C)cc2s1

Rewritten with two lines to a compound: three of the compounds above
Under each structure: ARFGAP1 inh | Tn6 DDE FP | Tn7 DDE FP | PLCg1 inh | NR1D1 modulator | KLK7 zymogen act | sPLA2-III inh | ASAP1 GAP inh | PLC-beta3 inh | UHRF1 MBD2 ctr
3) CC1CCCCC1=NNC(=O)c1ccccc1 (stereo not drawn)
    -7 | 6 | -5 | -2 | 1 | -0.7 | 2 | 3 | 1 | 0
4) Nc1ncnc2c1ncn2[C@H]1C[C@H](O)[C@@H](CO)O1
    / | 11 | -4 | 1 | 3 | -1.0 | 2 | -8 | 5 | -1
5) O=C(O)CC1(CC(=O)NCc2ccc(Cl)cc2)CCCCC1
    4 | 3 | -2 | -4 | -1 | 0.0 | 11 | -6 | -2 | -1

New compounds follow
#	ARFGAP1 inh	Tn6 DDE FP	Tn7 DDE FP	PLCg1 inh	NR1D1 modulator	KLK7 zymogen act	sPLA2-III inh	ASAP1 GAP inh	PLC-beta3 inh	UHRF1 MBD2 ctr	smiles
31	4	10	10	2	0	0.5	9	9	0	6	COc1ccccc1N1CCN(CCCCN2C(=O)c3ccccc3C2=O)CC1
32	3	12	-5	0	1	-0.3	-7	19	-6	-3	Cc1ccc(S(=O)(=O)CC(=O)N2CCN(c3ccc(F)cc3)CC2)cc1
33	9	0	0	2	-5	0.1	-3	-4	2	0	O=S(=O)(c1ccc2oc3ccccc3c2c1)N1CCCC1
34	5	-3	-5	-7	11	-0.4	-23	3	-10	-2	CN(CC(=O)Nc1cccc(F)c1)C(=O)c1cc(-c2ccccc2)nc2ccccc12
35	-3	-7	-2	8	5	0.1	-3	-20	-1	1	O=C1CCCC/C1=C\Nc1ccc(S(=O)(=O)Nc2cnc3ccccc3n2)cc1
36	/	-1	4	1	-5	/	16	/	2	2	CC1CCC2(CC1)CCC2NCc1ccc(Cl)c(Cl)c1 (stereo not drawn)
37	1	-1	9	3	1	0.7	12	-4	-2	1	Cc1ccc(C)c(Cn2c(=O)n(CCC(=O)NCc3ccco3)c(=O)c3sccc32)c1
38	13	-6	1	1	-2	0.3	-26	18	-6	3	CC1(C)CC(=O)CC2(C1)NCC(c1ccccc1Cl)c1c2[nH]c2ccccc12 (stereo not drawn)
39	-2	-1	-2	-2	4	1.1	-2	11	-5	14	Cc1cccc(N2C(=O)c3cccc(Oc4ccc(Cl)cc4)c3C2=O)c1
40	-7	-1	4	3	-3	0.5	-75	-6	-123	3	CCOC(=O)c1ccccc1NC(=O)COC(=O)C(Cc1c[nH]c2ccccc12)NC(C)=O (stereo not drawn)
41	-11	-1	3	-2	-6	-0.1	1	-18	-8	-1	COc1ccc(CNC(=O)C23CC4CC(CC(Br)(C4)C2)C3)cc1
42	2	-7	2	6	-1	0.9	-3	3	5	1	CC(Nc1ccc(Br)cc1)C(=O)NC(=O)NC1CCCCC1 (stereo not drawn)
43	-7	2	1	2	1	-0.2	3	-2	5	2	O=C(CCCC(=O)n1cnc2ccccc21)n1cnc2ccccc21
44	-3	3	1	1	0	0.7	-2	-2	4	2	Cc1c(Cl)cccc1NC(=S)NCc1ccccc1Cl
45	10	-3	6	-1	-3	-0.3	-4	5	-4	1	CO/N=C\CC(=O)Nc1ccc(Cl)cc1Cl

Arranged by number of heavy atoms (rising): 5 of the compounds above.
#	ARFGAP1 inh	Tn6 DDE FP	Tn7 DDE FP	PLCg1 inh	NR1D1 modulator	KLK7 zymogen act	sPLA2-III inh	ASAP1 GAP inh	PLC-beta3 inh	UHRF1 MBD2 ctr	smiles
36	/	-1	4	1	-5	/	16	/	2	2	CC1CCC2(CC1)CCC2NCc1ccc(Cl)c(Cl)c1 (stereo not drawn)
33	9	0	0	2	-5	0.1	-3	-4	2	0	O=S(=O)(c1ccc2oc3ccccc3c2c1)N1CCCC1
38	13	-6	1	1	-2	0.3	-26	18	-6	3	CC1(C)CC(=O)CC2(C1)NCC(c1ccccc1Cl)c1c2[nH]c2ccccc12 (stereo not drawn)
35	-3	-7	-2	8	5	0.1	-3	-20	-1	1	O=C1CCCC/C1=C\Nc1ccc(S(=O)(=O)Nc2cnc3ccccc3n2)cc1
40	-7	-1	4	3	-3	0.5	-75	-6	-123	3	CCOC(=O)c1ccccc1NC(=O)COC(=O)C(Cc1c[nH]c2ccccc12)NC(C)=O (stereo not drawn)

Going on with the list.
#	ARFGAP1 inh	Tn6 DDE FP	Tn7 DDE FP	PLCg1 inh	NR1D1 modulator	KLK7 zymogen act	sPLA2-III inh	ASAP1 GAP inh	PLC-beta3 inh	UHRF1 MBD2 ctr	smiles
46	-3	1	10	0	-1	0.3	-2	-5	-2	0	CCc1ccc(C(C)(O)C(CN2CCOCC2)c2ccccc2)cc1 (stereo not drawn)
47	/	-1	-2	-5	4	-0.7	-4	/	-6	-2	CN1C(c2ccccc2)CC2CN(c3ccccc3)C(=O)C21 (stereo not drawn)
48	-2	-2	-1	6	1	0.6	0	4	3	-1	O=C(COc1ccccc1Cl)Nc1ccc(Cl)cn1
49	-13	3	-5	-3	1	0.1	-2	-2	1	-5	Cc1onc(-c2ccccc2)c1C(=O)NC(=S)Nc1sc2c(c1C#N)CCCC2
50	-5	-2	3	-2	-4	-0.3	9	11	1	-2	NCCCC[C@H]1CNC(=O)C(=O)N1CCc1cccc2ccccc12
51	2	0	2	-3	3	0.9	-12	-6	-7	0	COc1cccc(NC(=O)c2oc3ccc(S(=O)(=O)N4CCOCC4)cc3c2C)c1
52	25*	-5	-1	-7	-3	0.3	2	2	-15	-3	CCN1CCN(C(=O)Cn2ncc3c([nH]c4ccc(C)cc43)c2=O)CC1
53	12	-7	-1	-93	6	-3.8	-4	34*	-122	-18	CCN(CC)c1nc(N)c2c(N)nc(OC)cc2c1C#N
54	4	-2	-3	2	-1	-0.4	-2	10	3	-2	CC(=O)Nc1ccc(NC(=O)Nc2ccc(C)c(C)c2)cc1
